# Source: PubChem BioAssay (several laboratories)
# ABHD5-PLIN5 inh = ABHD5-PLIN5 protein interaction inhibition; inhibition, % at 4 µM; Split G. princeps luciferase complementation, luminescence, 4 h; AID 602281; Q00G26+Q8WTS1; 360,000 tested, 0.78% active;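 active = inhibition above the mean inhibition across every tested compound plus 3 SD, cut at about 22% in these data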;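 note: 0% = DMSO only wells and the 100% control is not disclosed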
# NR2F2 inh = inhibitors of human COUP-TFII (NR2F2). 370,000 tested, 0.7% active. P24468. HEK293T NGFI-A luciferase reporter, luminescence. AID 686940. inhibition, % at 8.6 µM;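 active = inhibition above a per-plate cutoff, mean inhibition of test wells between control levels plus 3 SD, cut at about 38% in these data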;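 note: cells cotransfected with COUP-TFII expression vector driving the NGFI-A reporter; 0% = median of COUP-TF2 test wells and 100% = reporter-only cells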
# NOD2-RIPK2 inh = NOD2-RIPK2 protein interaction inhibition; O43353; CHO BLA complementation NOD2-RIPK2, CCF4 ratio; inhibition, % at 4.98 µM; 360,000 tested, 0.38% active; AID 624267; in the data active = inhibition above about 21%;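 note: 0% = vehicle only and 100% = reference blocker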
# NCOA3 inh = human NCOA3 inhibition; Q9Y6Q9; HEK293 GAL4-SRC3 luciferase reporter, luminescence; inhibition, % at 3.6 µM; 360,000 tested, 0.17% active;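 active = inhibition above a per-campaign cutoff, the mean of all compounds plus 3 SD, cut at about 60% in these data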;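 note: 0% = DMSO-treated cells and 100% = gossypol-treated cells at 36 µM; higher means less SRC3-driven luciferase light from the GAL4 reporter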
# Target sequence (Q9Y6Q9 whole entry, looked up, the tested form may be a part): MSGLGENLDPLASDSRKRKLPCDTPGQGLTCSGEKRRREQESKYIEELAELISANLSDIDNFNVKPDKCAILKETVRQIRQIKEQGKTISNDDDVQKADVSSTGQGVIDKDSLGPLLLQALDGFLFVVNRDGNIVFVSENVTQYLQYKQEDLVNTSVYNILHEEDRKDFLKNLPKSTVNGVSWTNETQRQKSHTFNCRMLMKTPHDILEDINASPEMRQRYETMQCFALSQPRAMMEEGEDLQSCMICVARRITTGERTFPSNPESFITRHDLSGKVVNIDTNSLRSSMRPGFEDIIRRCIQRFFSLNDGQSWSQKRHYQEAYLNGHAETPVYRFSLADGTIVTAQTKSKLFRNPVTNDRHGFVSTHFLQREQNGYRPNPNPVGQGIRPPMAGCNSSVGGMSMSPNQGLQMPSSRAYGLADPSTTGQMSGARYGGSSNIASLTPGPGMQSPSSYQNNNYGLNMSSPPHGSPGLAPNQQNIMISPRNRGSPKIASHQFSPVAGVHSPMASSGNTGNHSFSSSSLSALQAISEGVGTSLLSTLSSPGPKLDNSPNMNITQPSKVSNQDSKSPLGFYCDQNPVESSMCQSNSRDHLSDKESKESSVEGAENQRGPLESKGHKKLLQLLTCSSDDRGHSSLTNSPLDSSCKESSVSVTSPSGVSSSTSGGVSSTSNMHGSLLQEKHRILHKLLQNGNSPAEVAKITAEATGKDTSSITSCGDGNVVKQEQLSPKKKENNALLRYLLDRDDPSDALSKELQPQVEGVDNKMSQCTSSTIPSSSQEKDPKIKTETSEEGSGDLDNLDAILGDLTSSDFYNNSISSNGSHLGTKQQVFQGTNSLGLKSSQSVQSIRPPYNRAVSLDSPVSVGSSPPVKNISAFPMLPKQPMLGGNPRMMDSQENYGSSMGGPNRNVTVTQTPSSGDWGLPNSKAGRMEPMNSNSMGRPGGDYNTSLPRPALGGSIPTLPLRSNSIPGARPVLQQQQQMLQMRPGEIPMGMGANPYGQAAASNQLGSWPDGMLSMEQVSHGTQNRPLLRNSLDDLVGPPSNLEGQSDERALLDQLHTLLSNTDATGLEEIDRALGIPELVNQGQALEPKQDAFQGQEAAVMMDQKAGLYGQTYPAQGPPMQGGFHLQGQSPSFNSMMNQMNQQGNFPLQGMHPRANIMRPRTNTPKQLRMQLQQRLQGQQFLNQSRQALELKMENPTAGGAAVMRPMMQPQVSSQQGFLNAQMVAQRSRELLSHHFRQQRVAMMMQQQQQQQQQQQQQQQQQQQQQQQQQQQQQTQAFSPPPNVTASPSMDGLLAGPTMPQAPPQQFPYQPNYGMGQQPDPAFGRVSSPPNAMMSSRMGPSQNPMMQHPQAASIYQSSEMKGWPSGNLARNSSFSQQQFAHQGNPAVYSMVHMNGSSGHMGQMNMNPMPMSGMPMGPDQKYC
# LRH-1 inv ag = inverse agonists of human LRH-1 (NR5A2); O00482; HEK293T StAR-luciferase reporter, LRH-1 transfected, 24 h; inhibition, % at 3.6 µM; 360,000 tested, 0.13% active; AID 602396;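 active = inhibition above the mean inhibition of all tested compounds plus 3 SD, cut at about 73% in these data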;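 note: 0% = DMSO wells and 100% = reporter-only cells lacking LRH-1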
# TWEAK Fn14 block = blocks TWEAK-Fn14 interaction in a reporter cell assay. TWEAK-stimulated Fn14 reporter cells, luciferase luminescence, 8 h. inhibition, % at 10 µM. 360,000 tested, 2% active; in the data active = inhibition above about 50%
# NCOA1 inh = inhibits human SRC1 coactivator. Q15788. HEK293 GAL4-SRC1 luciferase reporter, luminescence. inhibition, % at 3.6 µM. 360,000 tested, 0.12% active. AID 588354;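 active = inhibition above the campaign mean plus 3 SD, with each screening campaign given its own cutoff, cut at about 60% in these data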;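 note: 0% = DMSO treated cells and 100% = gossypol at 36 µM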
# Exocytosis inh = blocks lytic granule exocytosis; TALL-104 LAMP-1 surface exposure, flow cytometry; cells stimulated with thapsigargin and PMA; 360,000 tested, 0.66% active; inhibition, % at 10 µM;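 active = inhibition above about 55%, limit read from the data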
# TROY signal inh = TROY signaling inhibition. inhibition, % at 10 µM. 360,000 tested, 0.98% active. Q293 LMP1-TROYcd NF-kB luciferase reporter, 4 h;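 active = compounds whose plate-normalised and pattern-corrected inhibition of the luciferase reporter signal at the single screening dose is 50% or more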
# SRC2 inh = inhibits human steroid receptor coactivator 2. Q15596. HEK293 GAL4-SRC2 luciferase reporter, luminescence. inhibition, % at 9 µM. 370,000 tested, 0.17% active. AID 651957;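 active = inhibition above the mean inhibition of all tested compounds plus 3 SD, set per campaign, cut at about 52% in these data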;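 note: 0% = DMSO treated cells and 100% = cells given Gossypol at 36 µM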
# TLR9-MyD88 inh = inhibitors of human TLR9-MyD88 binding; Q9NR96+Q99836; CHO BLA complementation TLR9-MyD88, CCF4 FRET ratio; 340,000 tested, 0.21% active; AID 504734; inhibition, % at 4.98 µM;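 active = inhibition above the mean over all tested compounds plus 3 SD, cut at about 21% in these data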;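 note: 0% = DMSO only wells and 100% = clavulanate BLA inhibitor control wells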
# * = called active by the depositor; nt = no result given; & = joins results of further samples. These rows are one share of the data. The share of hits here may be higher or lower than overall.
SMILES,ABHD5-PLIN5 inh,NR2F2 inh,NOD2-RIPK2 inh,NCOA3 inh,LRH-1 inv ag,TWEAK Fn14 block,NCOA1 inh,Exocytosis inh,TROY signal inh,SRC2 inh,TLR9-MyD88 inh
Cc1ccc(O)c(C(=O)c2cc(C#N)c(=O)n(-c3c(C)n(C)n(-c4ccccc4)c3=O)c2)c1,7.6,8.1,-38.1,10.5,3.3,-7.3,12.6,-2.5,3.9,-9.6,0.4
COCCN(C(=O)CCC(=O)Nc1nccs1)C(C(=O)NCCC(C)C)c1ccc(OC)cc1 (stereo unspecified),-1.1,7.6,-8.0,8.9,10.4,-2.1,-12.3,-12.3,18.9,-10.8,-6.5
Cc1ccc2cc(CN(C(=O)c3cccs3)c3ccccc3)c(=O)[nH]c2c1,-4.6,14.9,4.3,0.6,4.9,-10.7,4.5,-1.2,10.9,-33.0,0.6
Cc1ccc(-c2[nH]nc(N)c2N=Nc2ccccc2C)cc1,-14.2,15.1,15.8,-15.0,15.6,43.5,-18.3,4.4,11.9,7.4,13.8
CCN(CC)CCOC(=O)C1c2ccccc2Oc2ccccc21,8.6,nt,-4.7,6.6,12.7,-1.1,6.4,3.4,-3.2,nt,-0.3
Cc1sc(NC(=O)c2ccccc2)c(C(c2ccc(Cl)cc2)N2CCN(CCO)CC2)c1C (stereo unspecified),11.5,9.2,8.4,7.5,-2.6,25.6,0.1,20.7,34.0,4.8,-14.6
Cc1ccc(-c2noc(C3CCN(S(C)(=O)=O)CC3)n2)o1,4.1,-38.4,-2.3,-31.9,-74.0,-0.4,-54.0,-0.9,-8.1,-25.9,-6.1
O=c1cc(-c2ccccc2)nc2cc(-c3ccco3)[nH]n12,-11.3,-7.3,-7.3,-8.2,-17.0,15.8,-10.7,-5.3,6.5,-32.8,-15.0
Cc1ccccc1NC(=O)CC(O)(C(F)(F)F)C(F)(F)F,-0.6,-10.5,-7.6,8.6,8.6,2.2,-4.3,-2.2,-13.9,14.7,-0.9
CCOC(=O)[C@@H](C)N(C(=O)OC(C)(C)C)S(=O)(=O)N(Cc1ccccc1)[C@H](C(=O)OC)C(C)C,-0.5,-9.7,6.5,18.4,0.5,0.6,-4.1,9.9,-1.1,-26.8,-6.8
CCOc1ccc(S(=O)(=O)N2CCN(C(=O)c3ccccc3Cc3ccccc3)CC2)cc1,-1.8,5.0,-1.9,-4.2,3.4,6.0,0.6,-12.3,-2.7,-11.5,5.0
CCc1ccc(-n2ccc(=O)c(C(=O)O)n2)cc1,-3.2,11.2,6.8,-7.9,3.6,-9.1,-8.4,3.9,11.7,-5.6,-7.0
CC1CC(C)CN(C(=O)C(Cc2ccccc2)n2cccc2)C1 (stereo unspecified),-6.8,-20.4,-4.8,-2.4,-3.1,-6.5,-3.3,-1.5,-4.2,-1.6,-2.5
O=c1c2ccccc2nc2c3ccccc3c(NCc3ccccn3)nn12,1.4,-10.9,-10.5,4.7,12.3,-9.7,10.0,-1.0,-12.9,4.4,5.6
CC1CCN(C(=O)c2[nH]cnc2C(=O)N[C@@H](CCCCNC(=O)OC(C)(C)C)C(=O)OC(C)(C)C)CC1,-3.0,8.7,9.8,-6.6,1.4,-21.2,-0.7,-5.4,6.0,-40.1,-7.4
CCOC(=O)CN(C)S(=O)(=O)c1ccc(-c2cc(C(=O)OC)sc2C(F)(F)F)cc1,5.5,10.8,-7.8,9.4,1.2,0.9,-1.0,3.7,87.2*,-7.0,nt
O=C(Nc1ccc(S(=O)(=O)N2CCCC2)cc1)c1cnccn1,-3.2,12.2,-9.0,1.2,8.8,4.2,4.9,2.6,-21.5,5.4,-3.2
C[C@@H](C(=O)NC1CCCCC1)N1C(=O)N2CCc3c([nH]c4ccccc34)[C@@]2(C)C1=O,-3.1,28.4,-13.1,16.2,7.0,9.9,-8.5,3.9,-5.2,25.6,-1.6
COC(=O)[C@@]12C[C@@H](CC(=O)NCc3ccc(C)o3)C(=O)N(CCc3ccc(OC)c(OC)c3)C1=CCC(C)(C)C2,9.9,-3.1,-0.3,nt,-2.0,nt,nt,4.0,nt,13.4,nt
Cc1ccnc(NS(=O)(=O)c2ccc(NC(=O)c3ccc(S(=O)(=O)N(C)C)cc3)cc2)n1,2.1,4.2,-14.5,6.2,-30.4,-0.1,-4.6,-1.0,4.4,7.3,-5.9
O=C(c1cc(COc2c(F)cccc2F)on1)N1CCCCCC1,-6.3,-46.6,-3.9,-54.9,-60.2,-22.4,-36.0,1.1,-51.8,-52.8,-5.6
CCOC(=O)c1sc(NC(=O)c2ccncc2)nc1C,0.9,-6.7,-5.3,-9.8,-2.8,4.9,8.4,5.1,-59.0,-14.4,-0.9
CCCCc1c(O)nc2sc3cc(OC)ccc3n2c1=O,6.9,4.7,-10.5,-1.3,-4.6,-8.6,-5.0,-0.8,-58.6,-22.2,-15.9
CCNC(=O)[C@H]1O[C@@H](n2cnc3c(N)nc(NCCc4ccc(CCC(=O)O)cc4)nc32)[C@H](O)[C@@H]1O,0.8,-43.7,-8.4,-47.2,20.4,-31.1,-50.9,-0.4,-4.8,-54.2,-3.1
Cc1ccc(-c2ccc(C(=O)O)c(C)n2)cc1,0.6,-12.4,-6.1,22.9,5.9,10.5,-1.3,3.2,8.1,8.2,2.7

# 3 of the entries above in order of the LRH-1 inv ag value, ascending.
canonical_smiles,LRH-1 inv ag
Cc1ccc(-c2noc(C3CCN(S(C)(=O)=O)CC3)n2)o1,-74.0
Cc1ccc(O)c(C(=O)c2cc(C#N)c(=O)n(-c3c(C)n(C)n(-c4ccccc4)c3=O)c2)c1,3.3
CCOc1ccc(S(=O)(=O)N2CCN(C(=O)c3ccccc3Cc3ccccc3)CC2)cc1,3.4

# Following part:
SMILES,ABHD5-PLIN5 inh,NR2F2 inh,NOD2-RIPK2 inh,NCOA3 inh,LRH-1 inv ag,TWEAK Fn14 block,NCOA1 inh,Exocytosis inh,TROY signal inh,SRC2 inh,TLR9-MyD88 inh
Cc1ccc(CNC(=O)CNC(=O)[C@@H]2Cc3ccccc3CN2)cc1,5.7,0.9,-13.6,2.9,24.0,-2.0,-13.7,-1.6,-19.8,-23.9,-4.7
COc1cc(OC)c(C(=O)N2CCCC2)cc1OC,4.1,-11.9,-1.4,4.8,2.2,-10.4,-12.7,-2.4,8.1,0.1,-7.3
CCN(c1ccc(NC(=O)COC(=O)CCC(=O)c2ccc(F)cc2)cc1)C(C)C,1.7,19.2,-1.9,-14.9,6.7,5.2,5.4,-2.7,10.1,-25.6,-8.0
COc1cccc(/C=N/Nc2nnc(C)n2N)c1OCc1ccccc1Cl,-36.1,-6.5,-11.6,12.1,30.3,7.4,-17.5,-0.7,14.6,-9.2,8.5
Cc1cc[n+](Cc2ccc([N+](=O)[O-])cc2)cc1,-1.7,-14.4,-8.3,-3.1,-10.8,-1.7,9.5,0.3,-0.1,1.2,8.2
CS(=O)(=O)N1CCc2cc(-c3csc(NCC4CCCO4)n3)ccc21 (stereo unspecified),-20.8,16.1,-0.3,-3.7,16.0,40.1,2.5,1.3,47.0,15.3,-3.8
COc1ccc2oc(=O)c(C(=O)N3CCCC3)cc2c1,2.3,-19.0,-5.2,16.1,13.7,2.4,-3.9,-0.4,-3.2,-8.8,-11.9
Cc1ccc(NC(=O)C(Cc2ccccc2)NC(=O)c2ccco2)cc1 (stereo unspecified),2.3,-20.9,1.6,17.7,13.6,-10.3,-38.6,-0.2,-8.3,-37.3,1.9
Cc1ccc(C(=O)NCCCn2ccnc2)cn1,7.6,-29.3,-7.6,7.5,-13.2,5.8,0.1,-1.5,-3.5,6.6,-12.5
C[C@@H](NCCCn1ccc(NC(=O)OCc2ccccc2)nc1=O)c1cccc2ccccc12,4.0,-4.5,6.6,-7.2,14.5,6.0,-1.9,2.5,1.9,-3.2,4.0
O=C(COC(=O)C1(c2ccc(F)cc2)CCCC1)N1CCc2ccccc21,2.4,-1.9,0.2,19.7,-15.0,27.4,4.7,-3.0,2.4,1.6,11.8
COC(=O)C1=C2SCC(=O)N2C(N)=C(C#N)C1,0.1,-16.8,-2.6,6.1,8.0,-3.9,8.6,3.4,6.2,-0.7,3.8
COc1ccc(CCN2CC(C(=O)NCc3cc(C(C)C)no3)CCC2=O)cc1 (stereo unspecified),-7.8,-10.7,-6.6,-3.7,-4.8,-8.1,-6.4,-0.9,-17.7,-27.6,5.3
Cc1cccc(Oc2ccccc2N)c1,-5.3,nt,-3.1,10.2,-1.2,4.5,-3.9,-1.9,-1.4,nt,-11.0
Cc1cc(C(=O)N2CCC2(C)C(=O)NS(=O)(=O)c2cccc(Cl)c2)nn1C (stereo unspecified),-3.5,-18.0,-7.1,-6.4,-1.3,3.7,16.9,21.3,-8.2,16.2,nt
COc1ccc(C)cc1S(=O)(=O)N(CC(=O)N1CCOCC1)c1cc(C)cc(C)c1,5.8,20.3,-2.9,3.0,11.9,4.6,-6.6,1.2,-3.4,-3.5,1.6
CCOc1ccc(C(=O)OCC(=O)Nc2nc(OC)cc(OC)n2)cc1OCC,0.3,-9.2,-7.4,-13.4,19.9,-23.7,1.1,2.2,-8.7,-9.3,-4.8
CCCCOc1ccc(/C=C/C(=O)OCC(=O)NC2CCS(=O)(=O)C2)cc1OCC (stereo unspecified),6.1,1.1,-8.6,-1.6,-3.5,-5.7,7.2,8.4,10.5,-13.7,4.3
O=C(Nc1ccc(S(=O)(=O)N2CCN(c3ccccc3)CC2)cc1)c1cccs1,-3.0,11.1,-14.6,-1.1,-4.9,11.7,9.1,-1.3,10.8,14.2,3.9
Cc1nn(CCCC(=O)Nc2cc(Oc3ccccc3)cc([N+](=O)[O-])c2)c(C)c1[N+](=O)[O-],2.6,8.4,-5.0,3.9,11.7,16.0,-9.8,1.7,43.7,-21.8,3.7
O=C(O)c1cc(N/N=C/c2ccc(N3CCOCC3)cc2)ccc1Cl,-3.5,-10.4,-9.6,-106.9,-189.2,-12.4,-109.1,-3.3,-33.1,-7.7,1.5
CC1=NN(c2cccc(Cl)c2)C(=O)C12CC(C)=C(C)CS2 (stereo unspecified),-12.0,9.3,-0.9,-9.5,0.1,-6.1,-2.5,0.0,-4.0,-54.5,-0.8
CCCc1cc(=O)[nH]c(SCC(=O)Nc2c(C)n(C)n(-c3ccccc3)c2=O)n1,-5.2,1.1,-3.2,2.8,5.3,-12.9,-4.0,1.1,-14.0,-4.4,-7.1
CCC(C(=O)NCC1CCCO1)n1nc(C)c2sc3ccccc3c2c1=O (stereo unspecified),2.5,14.6,-6.2,-9.5,-10.2,11.6,-77.5,8.3,17.4,12.4,-17.2
Oc1[nH]c2ccccc2c1N=Nc1nc2ccccc2s1,-4.9,-22.9,1.2,-68.4,-44.6,25.6,-85.9,-1.8,-1.8,-42.9,4.9
OC1C(O)C(O)C(O)C(O)C1O (stereo unspecified),-3.4&3.2&4.5,5.8&6.5&5.0,-17.2&4.0&-13.1,-4.5&2.3&9.4,14.1&-25.0&0.4,-8.9&10.6&9.2,-1.7&13.4&-8.7,-1.8&-2.3&7.6,1.2&-18.8&8.4,4.9&-0.9&5.8,-10.8&-4.0&-1.5
COCCNC(=O)C1(C)CCCN(Cc2csc(-c3ccc(Cl)cc3)n2)C1 (stereo unspecified),2.0,nt,-5.4,0.9,22.6,-10.2,-4.2,-3.1,-8.0,nt,nt
